Rv3671c inh – Rv3671c serine protease inhibitors, primary screen, biochemical, fluorescence polarization, M. tuberculosis H37Rv. P9WHR9. inhibition, % at 5.96 µM. 320,000 tested, 0.048% active. AID 2606, 2010; in the data active means inhibition above about 38%;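 further: extracellular domain of Rv3671c used as enzyme; 0% = enzyme with DMSO and 100% = no enzyme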
Target sequence (P9WHR9 whole entry, looked up, the tested form may be a part): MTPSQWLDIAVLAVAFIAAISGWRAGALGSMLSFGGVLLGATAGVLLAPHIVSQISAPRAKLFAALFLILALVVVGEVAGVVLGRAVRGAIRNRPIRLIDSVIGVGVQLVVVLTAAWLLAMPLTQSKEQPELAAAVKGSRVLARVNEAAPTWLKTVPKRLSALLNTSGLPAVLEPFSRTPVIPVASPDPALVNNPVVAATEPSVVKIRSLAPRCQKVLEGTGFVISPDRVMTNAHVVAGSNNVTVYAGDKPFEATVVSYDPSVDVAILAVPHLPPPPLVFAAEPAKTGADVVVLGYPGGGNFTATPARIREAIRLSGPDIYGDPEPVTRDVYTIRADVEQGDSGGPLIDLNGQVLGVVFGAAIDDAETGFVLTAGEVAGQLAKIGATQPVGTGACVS
Anthrax LF prot – Bacillus anthracis LF protease inhibitors, primary screen, biochemical, multiplex microsphere, MLPCN library | Lethal factor (Bacillus anthracis), P15917 | multiplex microsphere protease cleavage assay | inhibition, % at 10 µM | 360,000 tested, 0.12% active | AID 588501, 2011; further: plate controls were buffer without enzyme for full effect and enzyme alone for no effect
DUSP3 inh – VHR1 phosphatase inhibitors, primary screen, biochemical, absorbance, uHTS; Dual specificity protein phosphatase 3 (Homo sapiens), P51452; recombinant VHR phosphatase, pNPP absorbance; inhibition, % at 13.3 µM; 290,000 tested, 0.52% active; AID 1654, 2009; in the data active means inhibition above about 50%; further: some compounds called inactive have numbers as strong as hits
Target sequence (P51452 whole entry, looked up): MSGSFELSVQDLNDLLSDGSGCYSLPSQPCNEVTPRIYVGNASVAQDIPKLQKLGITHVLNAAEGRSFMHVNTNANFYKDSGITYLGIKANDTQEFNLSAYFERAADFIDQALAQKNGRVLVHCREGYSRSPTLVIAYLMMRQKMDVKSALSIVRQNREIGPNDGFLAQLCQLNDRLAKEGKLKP
BoNT-A LC inh2 – BoNT/A light chain protease inhibitors, primary screen, biochemical, flow cytometry, MLPCN library; Botulinum neurotoxin type A light chain protease (Clostridium botulinum A str. ATCC 3502); inhibition, % at 10 µM; AID 588499, 2011; 360,000 tested, 0.17% active; multiplex microsphere protease substrate cleavage; further: plate controls were buffer without enzyme for full effect and enzyme alone for no effect
PrPC surface inh – inhibitors of human cell surface prion protein PrPC, primary screen, cell-based, TR-FRET; Major prion protein (Homo sapiens), P04156; TR-FRET read-out; inhibition, % at 13.8 µM; 370,000 tested, 0.43% active; in the data active means inhibition above about 24%; further: 0% = median of the test wells and 100% = reference compound wells
BoNT-F LC inh – BoNT/F light chain protease inhibitors, primary screen, biochemical, flow cytometry, MLPCN library. Botulinum neurotoxin type F light chain protease (Clostridium botulinum). Multiplex microsphere protease cleavage assay. inhibition, % at 10 µM. 360,000 tested, 0.22% active. AID 588497, 2011; in the data active means inhibition above about 35%, passing the limit was not always enough; inconclusive means no clear call, values can overlap the other calls; further: plate controls were buffer without enzyme for full effect and enzyme alone for no effect
SSB-PriA inh – inhibitors of Klebsiella pneumoniae PriA binding to SSB C-terminal tail, primary screen, biochemical, AlphaScreen; 430,000 tested, 0.6% active; PriA–SSB C-terminal tail interaction (Klebsiella pneumoniae); inhibition, % at 33 µM; AID 1272365, 2023; AlphaScreen SSBct-PriA binding, biotinylated peptide; in the data active means inhibition mostly above about 37%, no sharp cut-off; inactive means mostly below about 20%;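 further: plate controls were negative control peptide for no effect and reference peptide for full effect; strong numbers were not always called active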
3CLpro inhibitor – SARS-CoV 3CLpro protease inhibitors, primary screen, biochemical, quenched FRET | recombinant SARS-CoV 3CLpro, quenched FRET peptide cleavage | inhibition, % at 6 µM | 290,000 tested, 0.14% active; in the data active means inhibition above about 12%
MazF activator – activators of E. coli MazEF toxin-antitoxin RNase, primary screen, biochemical, fluorescence, uHTS; Endoribonuclease toxin MazF (Escherichia coli (strain K12)), P0AE70; FAM/BHQ RNA-DNA oligo cleavage fluorescence, 5 h; activation, % at 20 µM; 350,000 tested, 0.32% active; AID 504720, 2011; in the data active means activation above about 50%
Target sequence (P0AE70 whole entry, looked up): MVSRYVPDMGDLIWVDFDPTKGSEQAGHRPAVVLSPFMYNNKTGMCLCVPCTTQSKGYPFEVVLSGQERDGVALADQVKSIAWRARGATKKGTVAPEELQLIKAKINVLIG
CCHF vOTU inh – CCHFV vOTU protease inhibitors, primary screen, biochemical, Pep-AMC substrate, fluorescence; Crimean-Congo hemorrhagic fever virus L polyprotein viral ovarian tumor (vOTU) protease …; inhibition, % at 11.5 µM; 370,000 tested, 0.55% active; AID 651958, 2012; in the data active means inhibition above about 30%; further: 0% = vehicle wells with enzyme and 100% = no enzyme wells
The depositor's hits bear a star; i = inactive; ? = inconclusive; . = not tested or not shown. Unless noted, no stated cut-off is given here; in the data, active means inhibition above about 30%; inconclusive means no clear call, values can overlap the other calls; inactive means below that.

SMILES	Rv3671c inh	Anthrax LF prot	DUSP3 inh	BoNT-A LC inh2	PrPC surface inh	BoNT-F LC inh	SSB-PriA inh	3CLpro inhibitor	MazF activator	CCHF vOTU inh
Fc1cccc(Cl)c1CSc1ccc2nnc(-c3ccccn3)n2n1	-3	-9	22	-1.1	11	-8	-1	6	-10	6
COc1ccc(-c2noc(-c3ccc(Br)o3)n2)cc1	2	13	4	?	-2	?	-4	3	0	8
CCn1c2ccccc2c2nnc(SCCN3CCCCC3)nc21	1	1	31	4.4	-20	?	-20	-1	0	17
CCOC(=O)C1=C(C)N=C2c3ccccc3C(=O)C2C1c1ccc(Cl)cc1 (centres undefined)	16	-8	15	-0.2	-1	-11	-10	1	2	15
Cc1ccc(C(=O)C2=C(O)C(=O)N(Cc3cccnc3)C2c2ccc(Cl)cc2)o1 (centres undefined)	-9	7	2	-4.5	2	-14	-2	0	5	-5
Cc1ccc(CN(C)CC(=O)NC(C)c2ccccc2)cc1 (centres undefined)	-3	-12	30	2.2	1	-4	-23	-1	-2	3
O=C(N/C(=C\c1ccc(-c2ccccc2)o1)C(=O)N1CCOCC1)c1ccccc1	.	-4	8	0.0	-15	3	-9	1	5	2
O=C(O)c1cc(/C=C/c2ccc(N3CCOCC3)c([N+](=O)[O-])c2)nc2ccccc12	2	8	-4	1.1	-5	8	6	4	-3	-6
CCOc1ccc(C(C)=O)cc1CN1c2ccc(S(N)(=O)=O)cc2CC1C (centres undefined)	-9	24	12	1.1	2	10	-5	-3	4	-7
O=C(Cn1nnc(-c2cccc(C(F)(F)F)c2)n1)NC(=O)NCc1ccco1	-10	-6	8	-1.1	3	0	-32	-2	0	3
O=C(NCCSc1c[nH]c2ccccc12)c1ccc2c(c1)OCO2	10	-1	2	-0.5	-2	0	3	-6	4	20
O=C1CN(C(=O)C2CCC(=O)N(CCc3ccc(Cl)cc3)C2)CCN1 (centres undefined)	-7	-3	16	-0.8	1	-5	-3	-2	3	-3
Cc1ccc(CNC(=O)[C@H](C)NC(=O)C2CCN(C(=O)[C@@H]3CCCN3C(=O)OC(C)(C)C)CC2)cc1	-3	-2	12	0.7	0	-6	-13	-4	-1	1
Cc1cc(N2CCN(C)CC2)nc2ccccc12	-1	9	38	4.7	2	-3	6	1	-14	-14
O=c1c2ccccc2[nH]c(=S)n1CCN1CCCCC1	-1	2	10	-0.3	-6	7	-22	7	1	9
CN(C)c1cc(-c2ccccc2)nc(N)n1	0	3	29	0.4	0	-3	-24	.	4	-10
Cc1ccn2c(-c3n[nH]c(=S)n3Cc3ccccc3)c(C)nc2c1	-2	-1	15	2.0	3	10	2	-1	8	7
COc1ccc(C2/C(=C(\O)c3cccc(OC)c3)C(=O)C(=O)N2c2ccccn2)cc1 (centres undefined)	4	-2	16	?	-1	-6	.	3	-3	4
COc1cnc(SCc2ccc(Cl)cc2)nc1Cl	-4	-5	13	-0.4	-2	-1	-67	0	-3	-1
CCc1ccc(C(C)NC(=O)c2ccncc2)cc1 (centres undefined)	-4	6	8	-4.0	0	4	-9	3	-1	-3
COc1ccc(-n2nc(C)cc2N)cc1	5	-4	15	-1.2	-6	-5	-1	6	6	-14
Cn1nccc1C(=O)N/N=C/c1cccnc1	-8	-3	21	0.7	0	11	i	8	6	0
CCOC(=O)C1(C)CCN1C(=O)COc1ccccc1 (centres undefined)	.	-5	.	-0.5	-4	1	.	.	.	-7
CCCc1nc(N)nc2c1C(=O)CC(C)(C)C2	10	2	18	0.1	3	?	-13	-4	-20	1
Cn1c(CN2CCCC2)nc2cc(NS(=O)(=O)c3ccc(Cl)cc3)ccc21	0	-6	44	-1.8	-2	4	1	2	3	3

Among those listed so far, these contain an NH in an aromatic ring.
SMILES	Rv3671c inh	Anthrax LF prot	DUSP3 inh	BoNT-A LC inh2	PrPC surface inh	BoNT-F LC inh	SSB-PriA inh	3CLpro inhibitor	MazF activator	CCHF vOTU inh
O=C(NCCSc1c[nH]c2ccccc12)c1ccc2c(c1)OCO2	10	-1	2	-0.5	-2	0	3	-6	4	20
O=c1c2ccccc2[nH]c(=S)n1CCN1CCCCC1	-1	2	10	-0.3	-6	7	-22	7	1	9
Cc1ccn2c(-c3n[nH]c(=S)n3Cc3ccccc3)c(C)nc2c1	-2	-1	15	2.0	3	10	2	-1	8	7

Other results
SMILES	Rv3671c inh	Anthrax LF prot	DUSP3 inh	BoNT-A LC inh2	PrPC surface inh	BoNT-F LC inh	SSB-PriA inh	3CLpro inhibitor	MazF activator	CCHF vOTU inh
CCOC(=O)c1c(C)[nH]c(C(=O)CSc2nnc(CC(C)c3ccccc3)o2)c1C (centres undefined)	2	0	-4	1.0	-3	-5	-7	5	0	7
O=C(NC1CCCCC1)C1c2ccccc2OCC(=O)N1CCCN1CCOCC1 (centres undefined)	.	2	.	0.1	2	-2	.	.	.	-3
Brc1cccc(-c2nnc3n2CCCCC3)c1	6	0	7	-0.2	7	-3	5	1	-3	6
CCC(=O)Nc1ccc(-c2nn3c(C)nnc3s2)cc1C	11	-12	13	-6.2	3	-38	-6	-6	-1	20
CC1CCCCN1S(=O)(=O)c1ccc2c(c1)CCN2C(=O)CCC(=O)O (centres undefined)	3	-1	18	0.5	4	5	-6	-2	2	9
O=C(Nc1ccc2c(c1)OCO2)C1CC(c2ccc(F)cc2)=NO1 (centres undefined)	1	-4	16	-0.9	8	2	7	2	-1	-10
O=C(COc1ccc([N+](=O)[O-])cc1)N/N=C/c1cc([N+](=O)[O-])ccc1N1CCOCC1	6	-1	-5	-0.5	-6	-1	.	0	9	-10
CCCCN(C)C(=O)c1sc(=O)n(Cc2cc(Cl)ccc2OC)c1C	.	-14	.	-1.2	-1	-16	.	.	.	16
CON(C)C(=O)CCN(C(=O)OC(C)(C)C)c1ccccc1	5	-4	.	-0.5	-3	-10	-20	.	-6	2
COC(=O)c1cc(=O)n(CCc2ccc(OC)c(OC)c2)c(=Nc2ccc(F)c(Cl)c2)s1	6	1	21	-0.5	-6	7	-11	2	-8	0
Cc1ccc(/C(O)=C2\C(=O)C(=O)N(CC(C)O)C2c2ccc(N(C)C)cc2)cc1 (centres undefined)	4	-1	6	0.0	-12	-5	.	3	5	18
O=C(NCc1ccccc1)C(c1ccccc1)N(Cc1cccs1)C(=O)c1cnccn1 (centres undefined)	-1	-13	-3	-0.7	0	2	-9	5	-13	0
COc1ccc(-c2nc3c(s2)CCc2onc(-c4ccc(OC)cc4)c2-3)cc1	-6	0	6	0.1	-2	-4	-10	-2	-14	6
Oc1ccc(N=Nc2ccccc2C(F)(F)F)c2cccnc12	-3	-18	.	0.2	-9	-47	-9	-4	0	-3
Cc1cccc(CSc2ccc(-c3ccco3)nn2)c1	-6	-2	18	0.2	9	-2	-20	-1	-4	-7
CCn1c(/C=C/c2cc[n+](C)cc2)nc2ccccc21	-5	-4	18	2.3	-38	?	-7	-7	-20	-48
CCOc1cccc(CNn2cnnc2)c1OCc1ccccc1	-11	.	17	.	0	.	-1	4	6	-8
O=C(CSc1nnc(CNC(=O)c2c(F)cccc2F)o1)c1ccccc1	3	-2	6	-2.8	-4	2	-9	4	2	-6
CCC(=O)N1CCN(c2ccc(NC(=O)c3ccco3)cc2Cl)CC1	.	0	13	2.5	-1	10	-4	-5	6	11
O=C(c1cccc(C(F)(F)F)c1)N1CCC(=O)N(C(CO)Cc2ccccc2)CC1 (centres undefined)	5	-7	.	0.3	0	-5	-5	.	4	3
COc1cc(C(=O)NCCC(=O)NC2CCCCCCC2)cc(OC)c1OC	0	2	-4	0.3	6	-2	-4	-3	-3	-9
CCOc1ccc(-n2c(Cc3cc(=O)[nH]c(=O)[nH]3)nnc2SCC(N)=O)cc1	7	-7	-28	-0.5	-2	1	-11	0	-4	-14
CCN(C(=O)COC(=O)CC1CCCCC1)c1c(N)n(Cc2ccccc2)c(=O)[nH]c1=O	-2	13	.	1.8	-3	6	-13	.	0	-5
CC(OC(=O)C1CCC(=O)N1)C(=O)Nc1cc(Cl)cc(Cl)c1 (centres undefined)	4	-3	17	-0.7	4	-2	-23	1	-7	1
CC(C)(C)C(=O)c1c(N)[nH]c(C(=O)c2ccccc2)c1-c1ccc(Br)cc1	.	4	.	-1.1	0	-7	.	.	.	-2

Other entries:
SMILES	Rv3671c inh	Anthrax LF prot	DUSP3 inh	BoNT-A LC inh2	PrPC surface inh	BoNT-F LC inh	SSB-PriA inh	3CLpro inhibitor	MazF activator	CCHF vOTU inh
Cc1nc(SC(C)C(=O)NCc2ccc3c(c2)OCO3)nc(C)c1C (centres undefined)	3	6	.	-0.5	-4	-7	0	.	6	9
Cc1nn(C(C)c2n[nH]c(=S)n2-c2ccc(F)cc2)c(C)c1[N+](=O)[O-] (centres undefined)	5	-2	22	-2.6	-1	-6	-5	-5	-4	0
COc1cc(CC(=O)OCC(=O)Nc2ccc3c(c2)OCO3)cc(OC)c1OC	4	-3	-1	-0.2	7	-14	-1	-1	-1	7
CC(=C/C(=O)O)/C(=C/c1ccccc1)C(=O)O	-3	-1	3	-0.4	10	-6	-10	-1	5	2
N#Cc1ccc(OCC(=O)Nc2ccc(S(=O)(=O)N3CCOCC3)cc2)cc1	8	-2	.	0.3	0	8	-15	.	3	8
CC(=O)Nc1ccc(NC(=O)C23CC4CC(C2)CC(n2cnc(Br)n2)(C4)C3)cc1	8	1	5	-0.6	5	-4	-3	2	4	-8
CN(/N=C/c1ccccc1Cl)c1ncc(Cl)cc1C(F)(F)F	-1	-7	13	1.3	-4	?	i	5	5	12
CC(=O)c1cccc(OCc2cc(C(=O)N3CCC(N4CCCCC4)CC3)no2)c1	5	0	-14	-3.3	-9	-3	4	-1	9	-4
CCOC(=O)Nc1ccc2c(c1)Nc1ccccc1S2	9	-2	34	?	4	-4	53*	-2	-5	15
COC(=O)CNC(=O)COC(=O)/C=C/c1ccccc1[N+](=O)[O-]	2	1	18	-0.8	-2	1	11	1	8	2
Cc1ccc(CNC(=O)C(NS(=O)(=O)c2ccc3nc(C)sc3c2)C(C)C)cc1 (centres undefined)	7	-9	21	-0.6	-4	-16	-5	-5	9	5
Nc1nc(Cl)cc(N2CCC(c3cc(-c4ccc(Cl)cc4Cl)n[nH]3)CC2)n1	-8	-3	29	-2.1	13	-6	-14	2	-8	-3
CNC(=O)NC(=O)CSc1nnc(-c2ccco2)n1Cc1ccccc1	4	-4	17	0.5	2	10	-5	3	11	7
Cn1c(SCC(=O)Nc2cc(S(=O)(=O)N3CCOCC3)ccc2N2CCOCC2)nnc1-c1ccncc1	-3	-6	29	-0.6	4	-4	-9	-2	14	-11
CC(=O)N1c2ccc(S(=O)(=O)N3CCC(C(=O)Nc4ncccc4C)CC3)cc2CC1C (centres undefined)	-11	-1	32	1.3	-3	2	3	-4	3	0
COc1ccnc2c1c(=O)n(Cc1ccc(Cl)cc1)c(=O)n2C	-4	2	69	1.6	10	0	-1	1	13	10

Shown with two lines to a compound: entries from further up
The line under a structure holds: Rv3671c inh | Anthrax LF prot | DUSP3 inh | BoNT-A LC inh2 | PrPC surface inh | BoNT-F LC inh | SSB-PriA inh | 3CLpro inhibitor | MazF activator | CCHF vOTU inh
N#Cc1ccc(OCC(=O)Nc2ccc(S(=O)(=O)N3CCOCC3)cc2)cc1
    8 | -2 | . | 0.3 | 0 | 8 | -15 | . | 3 | 8
CC(=O)Nc1ccc(NC(=O)C23CC4CC(C2)CC(n2cnc(Br)n2)(C4)C3)cc1
    8 | 1 | 5 | -0.6 | 5 | -4 | -3 | 2 | 4 | -8

A portion of the library, so the mix of outcomes need not match the whole.
